Assay outcomes deposited in PubChem by several laboratories.
rCAG binder = binds r(CAG) RNA repeats; actives 1.3% (n = 370,000); r(CAG) RNA repeat, TO-PRO-1 dye displacement fluorescence; inhibition, % at 3 µM; AID 651821;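 active means inhibition above the plate cutoff, the mean of all test compounds on that plate plus 3 SD, cut at about 35% in these data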;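 further: 0% = DMSO alone and 100% = 100 µM mitoxantrone as full dye displacement; higher means more dye released from RNA so lower well fluorescence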
ABHD4 inh = ABHD4 (mouse) inhibition, primary FP screen; Q8VD66; inhibition, % at 8.92 µM; purified mABHD4, FP-Rh probe fluorescence polarization; actives 0.54% (n = 370,000); AID 720543;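 active means inhibition exceeding the mean over every tested compound plus 3 SD, cut at about 30% in these data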;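 further: 0% = plate median of compound wells and 100% = S159A mutant with DMSO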
Target sequence (Q8VD66 whole entry, looked up): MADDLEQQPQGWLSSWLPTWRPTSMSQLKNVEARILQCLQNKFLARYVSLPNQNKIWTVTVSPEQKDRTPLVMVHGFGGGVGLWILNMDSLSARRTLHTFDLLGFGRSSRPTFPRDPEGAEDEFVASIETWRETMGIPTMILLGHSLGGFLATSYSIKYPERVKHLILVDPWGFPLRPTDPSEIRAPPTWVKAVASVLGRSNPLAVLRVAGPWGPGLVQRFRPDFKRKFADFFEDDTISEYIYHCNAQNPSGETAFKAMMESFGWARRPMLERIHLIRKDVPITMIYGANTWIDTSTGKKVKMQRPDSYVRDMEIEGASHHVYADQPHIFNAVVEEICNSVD
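Assay system: mouse ABHD4 enzyme, wild type / Also added: fluorescent activity-based probe FP-Rh / Doses: single nominal dose of 8.92 µM, 0.89% DMSO final / Timing: 45 min compound pre-incubation plus 60 min probe step, 25 °C / Signal: FP readout, ex 525 nm / em 598 nm / Control set: S159A mutant/DMSO as 100%, compound-well median as 0%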
SIAE inh = human SIAE inhibition, primary screen | Q9HAT2 | AID 1053197 | actives 0.69% (n = 370,000) | inhibition, % at 9.66 µM | SIAE FP-Rh probe binding, fluorescence polarization;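 active means inhibition above a cutoff: mean of compounds within the control limits plus 3 SD of those, cut at about 17% in these data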;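 further: 0% = plate median of compound wells and 100% = probe without SIAE protein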
GC-B act = GC-B (human) receptor activation; HEK293-GC-B cells, CNP EC30, cGMP TR-FRET; 0% at EC30 CNP, 100% saturating CNP; activation, % at 10 µM; actives 0.11% (n = 370,000); AID 1920062;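 active means activation at 10 µM reaching about 35% in either raw or pattern-adjusted values, limit read from the data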
HTRA1 inhibitor = inhibitors of human serine peptidase HTRA1 | inhibition, % at 5.96 µM | AID 504803 | actives 0.5% (n = 340,000) | recombinant HTRA1, FP-rhodamine activity-based probe, fluorescence polarization; in the data active means inhibition above about 36%;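 further: 0% = enzyme with DMSO and 100% = wells lacking enzyme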
Target sequence (Q92743 whole entry, looked up): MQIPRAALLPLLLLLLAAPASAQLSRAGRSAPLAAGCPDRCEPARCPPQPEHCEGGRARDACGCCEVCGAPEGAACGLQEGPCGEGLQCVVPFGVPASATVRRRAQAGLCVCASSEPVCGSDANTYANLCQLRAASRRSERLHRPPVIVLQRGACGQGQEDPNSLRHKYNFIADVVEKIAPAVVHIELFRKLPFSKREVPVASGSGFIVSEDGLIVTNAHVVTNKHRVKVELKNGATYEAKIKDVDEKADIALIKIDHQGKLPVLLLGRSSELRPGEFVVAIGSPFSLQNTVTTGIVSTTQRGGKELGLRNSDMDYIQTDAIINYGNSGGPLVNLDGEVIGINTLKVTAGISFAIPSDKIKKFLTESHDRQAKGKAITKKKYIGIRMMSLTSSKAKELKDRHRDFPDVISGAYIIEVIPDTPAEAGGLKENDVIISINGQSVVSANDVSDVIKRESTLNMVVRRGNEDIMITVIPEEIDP
PRMT1 FP inh = blocks human protein arginine methyltransferase 1; recombinant PRMT1, activity-based probe fluorescence polarization; inhibition, % at 2.79 µM; actives 1.3% (n = 370,000);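 active means inhibition above about 21% made by adding two undisclosed values, limit read from the data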
LEDGF integ inh = blocks HIV-1 LEDGF/p75-dependent DNA integration; TR-FRET IN-LEDGF/p75 DNA integration, Eu/Cy5; inhibition, % at 3.7 µM; actives 0.64% (n = 370,000);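 active means inhibition above the screen-wide mean plus 3 SD, cut at about 13% in these data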;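 further: signal is the Cy5 over europium emission ratio at 671 and 618 nm; 0% = plate median of compound wells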
MBD2 inh = inhibitors of human MBD2 binding to methylated oligonucleotide; inhibition, % at 4.4 µM; Q9UBB5; TR-FRET; AID 686964; actives 0.31% (n = 370,000); in the data active means inhibition above about 13%
TCR-CD3 inh = inhibitors of human TCR-CD3 interaction; TAMRA-labeled TCR probe fluorescence, biochemical; inhibition, % at 9.4 µM; actives 0.37% (n = 360,000); AID 651800; in the data active means inhibition above about 19%;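 further: recombinant mutant TCR 2C K166C tagged with TAMRA read by polarization; 0% = receptor in buffer alone and 100% = receptor with positive control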
TDP2 absorb = TDP2 (human) inhibition, absorbance primary screen | O95551 | recombinant TDP2, T5PNP hydrolysis, p-nitrophenol absorbance 415 nm | inhibition, % at 12.8 µM | actives 0.34% (n = 370,000);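 active means inhibition above the mean of all tested compounds plus 3 SD, set per campaign, cut at about 25% in these data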;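 further: 0% = DMSO with enzyme and 100% = buffer with substrate but no TDP2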
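Test system: human TDP2 enzyme; Input: 120 nM TDP2 per well; Buffer or medium: Mg2+-containing Tris-HCl buffer, pH 7.5; Reagent: 5 mM T5PNP; Dosing: 12.8 µM single point, 1% DMSO; Incubation: reaction 2 h, 37 °C; Detection: p-Nitrophenol epi absorbance; Read-out: % inhibition relative to enzyme-containing and enzyme-free wells; Replicates: single well per compound.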
Starred values were filed as active, the others as inactive; / = no result given. Not all compounds are listed (hit frequency here may not be typical).

The line under a structure holds: rCAG binder	ABHD4 inh	SIAE inh	GC-B act	HTRA1 inhibitor	PRMT1 FP inh	LEDGF integ inh	MBD2 inh	TCR-CD3 inh	TDP2 absorb
> CC(C)(C)c1cc(C(=O)NN)n(Cc2ccc(Cl)cc2Cl)n1
 : 0	2	1	1	-3	-2	-2	-3	2	-9
> CC(C)CCNC(=O)c1onc(CSc2ccc(Cl)cc2)c1C(=O)NCCC(C)C
 : -5	13	-4	2	-4	0	2	3	2	-2
> COC(=O)CCC(=O)Nc1cc(S(=O)(=O)Nc2ccc(Cl)cc2)ccc1N1CCOCC1
 : 7	-5	-2	-1	0	8	-5	3	-7	-4
> Cc1ccc(-c2csc3ncnc(N4CCN(c5ccccc5O)CC4)c23)cc1
 : 2	0	7	-1	0	-1	-1	-4	11	9
> COc1ccc(-n2nnnc2SCC(=O)N2CCCC2=O)cc1
 : 4	5	0	-2	0	2	1	-1	2	-4
> COc1ccc(-c2cn[nH]c2-c2ccc(OCc3ccc([N+](=O)[O-])cc3)cc2O)cc1
 : 17	-13	-10	-1	-15	-2	0	1	3	4
> O=C(NCC(c1ccco1)N1CCN(c2ccc(F)cc2)CC1)C1CCCCC1 (stereo unspecified)
 : -12	2	4	0	0	-1	2	-4	-2	5
> O=C(NCCc1nnc2ccc(NCc3ccc(F)cc3)nn12)c1ccccc1
 : -3	-4	-3	-11	-2	-3	-2	1	1	9
> O=C(Cc1cccc2ccccc12)NCC(=O)N1CCN(CC(=O)Nc2ccc(F)cc2)CC1
 : 4	-8	-5	-3	-2	-5	6	-9	-2	-10
> CCOC(=O)c1ccc(NC(=S)NNC(=O)c2cc(-c3cccnc3)nc3ccccc23)cc1
 : 78*	21	7	2	-6	-5	-2	-4	-6	-4
> COc1cc(NC(=O)CN(C)S(=O)(=O)c2cccs2)cc(OC)c1
 : 0	2	-3	-5	1	-3	2	-6	0	1
> Cc1cc(N2CC(C)OC(C)C2)nc(C(C)C)n1 (stereo unspecified)
 : -2	-3	2	0	1	-5	3	1	6	14
> Cc1ccc(C)c(S(=O)(=O)N2CCCC2CNC(=O)c2ccc([N+](=O)[O-])cc2)c1 (stereo unspecified)
 : -2	5	4	-2	-11	-2	1	0	-2	7
> C=C1CCN(c2ccc(C(=O)NCCC)cc2[N+](=O)[O-])CC1
 : -5	5	-2	2	-13	0	-3	-7	-1	1
> O=[N+]([O-])c1ccc(COn2nnc3ccccc32)cc1
 : -3	-1	0	-9	-3	1	5	-6	1	6
> CCc1ccc(NC(=S)Nc2ccc3cn[nH]c3c2)cc1
 : 3	-9	1	-5	2	9	0	-4	-2	-7
> COc1ccc(CCNC(=S)NC2CCN(Cc3ccccc3)CC2)cc1OC
 : -5	0	-14	0	9	-5	-1	-3	-1	-3
> COC(=O)c1c(NC(C)=O)sc(C(=O)Nc2ccccc2OC)c1C
 : 0	5	0	-3	-6	3	-2	2	5	4
> NNc1nc(-c2ccccc2)c2cc(Cl)ccc2n1
 : 9	6	5	-5	5	2	-2	-3	2	-7
> COc1ccc(Br)cc1CNCC1CCCO1 (stereo unspecified)
 : 3	2	-2	-7	-2	3	-6	-1	1	-5
> Cc1ccc(CCNC(=O)c2cccc(NC3=NC4CS(=O)(=O)CC4S3)c2)cc1 (stereo unspecified)
 : 3	4	1	0	-1	4	-1	1	-7	6
> CC1CCN(C(C)C(=O)Nc2ccc(S(=O)(=O)N3CCCC3)cc2)CC1 (stereo unspecified)
 : 0	4	-5	3	7	4	-7	-2	-6	-10
> COC(=O)c1sccc1NC(=S)N1C(C)CCCC1C (stereo unspecified)
 : 8	-1	0	-1	7	4	2	2	2	-18
> COc1ccc(NC(=O)CC2C(=O)Nc3ccccc3N2CC(=O)N2CCCC2)cc1 (stereo unspecified)
 : 6	-3	3	3	-2	-2	4	-2	-5	6
> O=[N+]([O-])c1cccc(CNC2CCCCCC2)c1
 : 0	3	-3	-3	2	-2	-1	-1	3	3
> COc1cccc(/C=N/N(C)C2=NS(=O)(=O)c3ccccc32)c1O
 : 4	3	1	-10	-5	-6	0	1	-10	5
> Cc1cc(C[n+]2ccsc2N)c2ncccc2c1
 : 1	-1	3	6	-1	-2	-2	1	2	12
> COc1cccc(-n2cnnc2SC(C)C(=O)NC2CCCC2)c1 (stereo unspecified)
 : 4	0	6	3	-2	0	2	-9	3	-2
> CC(C)CC(NC(=O)C1CCCCC1)C(=O)NC(C)c1ccccc1 (stereo unspecified)
 : -6	3	4	5	-3	2	5	-4	-6	5
> Cc1cccc2sc(NC(=O)c3ccc(NS(=O)(=O)c4cccs4)cc3)nc12
 : 80*	-90	-47	-6	-72	1	2	2	1	4
> CCc1nc2c(OCCOC)cccn2c1N(C)C(=O)c1ccco1
 : 0	3	5	2	/	-1	1	1	-6	9
> COC(=O)c1cnc(SCC(=O)c2ccccc2)n1C
 : -3	3	11	4	5	-6	1	1	7	8
> Cc1ccc(CC(=O)N2CCN(c3ccccc3F)CC2)cc1
 : -8	-3	2	-4	5	-1	0	2	0	11
> CC(=O)c1ccc(N2CCN(C(=O)CCS(=O)(=O)c3ccc(C)cc3)CC2)cc1
 : -7	1	-5	0	-5	1	1	-1	-2	0
> COc1ccc(CC2(C)OC(c3ccncc3)=NN2C(C)=O)cc1 (stereo unspecified)
 : -6	1	1	-2	0	-3	1	-2	2	5
> COC(=O)C12C=C3CC(c4ccc(OC)cc4)=C3C(=O)N1Cc1[nH]c3ccccc3c1C2 (stereo unspecified)
 : 9	2	-3	6	/	0	-3	1	/	2
> COc1ccc(NC(=O)c2nc[nH]c2C(=O)N[C@@H](CC(C)C)C(=O)OC(C)(C)C)cc1
 : 0	-14	-12	-7	-23	1	2	1	-1	-5
> O=C(NCc1ccccc1)C1COc2ccccc2O1 (stereo unspecified)
 : 2	0	-11	-4	-1	-1	3	-3	-2	-18
> O=C(Nc1ccc(C(=O)N2CCCCC2)cc1)C1=CSCCO1
 : -7	0	5	0	3	0	-3	-1	-2	-6
> COc1ccc(NC(=O)C[C@H]2C(=O)N(C3CCCCC3)C[C@@H]2c2ccccc2)cc1
 : 4	2	5	3	7	-1	-3	2	5	6
> CCC(=O)Nc1nnc(S(=O)(=O)N2CCCCCC2)s1
 : 4	2	1	5	-5	-2	5	0	8	-5
> O=C(Cc1ccccc1)NCC(=O)OCC(=O)c1ccc(Cl)c([N+](=O)[O-])c1
 : 2	12	9	-3	4	-2	4	-3	-2	3
> O=C(Nc1ccccc1C(F)(F)F)c1ccsc1
 : 1	-8	-3	2	2	-1	6	8	-5	-4
> O=C(Nc1ccc2c(c1)OCCO2)c1ccco1
 : 2	-6	6	0	-3	1	2	1	2	-12
> Cc1cc([N+](=O)[O-])nn1CC(=O)N/N=C/c1ccc(O)cc1O
 : 3	2	2	0	1	0	-5	3	0	-6
> CCO[C@@H]1OC(C(=O)N2CCN(Cc3ccc4c(c3)OCO4)CC2)=C[C@H](c2ccc(C(F)(F)F)cc2)[C@H]1CCCO
 : -7	-4	-4	2	-22	-2	0	6	1	-3
> CC1CCN(C(=O)CN(c2ccc(Oc3ccccc3)cc2)S(C)(=O)=O)CC1
 : -10	-2	3	4	-2	-1	-1	1	4	-10
> C[C@@H]1CN([C@@H](C)CO)C(=O)c2c(c3ccccc3n2C)-c2ccccc2CO[C@H]1CN(C)S(=O)(=O)c1ccc(C#N)cc1
 : 16	-3	-1	-9	-31	3	-1	3	-1	-2
> CC(NC(=O)c1cc(S(=O)(=O)N2CCOCC2)ccc1F)c1ccc(-n2ccnc2)cc1 (stereo unspecified)
 : 3	2	2	4	1	4	-4	1	-3	3
> COc1ccc(-n2c(SCC(=O)Nc3ccccc3)nnc2-c2ccoc2C)cc1
 : 0	-3	-7	-20	-4	0	1	2	5	-7

(listing goes on)
The line under a structure holds: rCAG binder	ABHD4 inh	SIAE inh	GC-B act	HTRA1 inhibitor	PRMT1 FP inh	LEDGF integ inh	MBD2 inh	TCR-CD3 inh	TDP2 absorb
> COC(=O)C1(C)COP(=O)(Nc2ccc(OC)cc2)OC1 (stereo unspecified)
 : -1	6	8	-2	/	3	-2	0	-5	-8
> CCOC(CNC(=O)C1CCN(S(=O)(=O)c2ccc3nc4c(c(C(=O)O)c3c2)CC(C)CC4)CC1)OCC (stereo unspecified)
 : 26	3	-10	5	3	2	4	-2	7	-2
> O=C1CCCc2nc(N3CCN(c4ccccc4)CC3)ncc21
 : -2	4	4	3	5	-2	0	1	1	8
> CCCCn1c(N)c(N(CCOC)C(=O)COc2ccc(OCC)cc2)c(=O)[nH]c1=O
 : 2	-7	2	7	2	1	-3	6	5	-4
> CC(C)CN1CCN=C1Nc1ccccc1
 : -2	3	10	-1	3	-3	-1	1	3	-4
> CCSc1nc2sc3c(c2c(=O)n1-c1ccccc1)CCN(C(C)C)C3
 : 4	-3	2	-1	-13	0	-1	-2	1	6
> CN1CCN(c2nc(-c3cccs3)nc3ccccc23)CC1
 : -8	-4	-1	-1	-9	-2	2	-10	8	6
> CC(Oc1ccccc1Cl)C(=O)N(Cc1ccco1)C1CCS(=O)(=O)C1 (stereo unspecified)
 : 0	-6	10	-3	-4	-1	-2	2	10	-8
> CCC(O)(CC)C(=O)N(Nc1ccc(C)cc1)c1ccc(C)cc1
 : -6	1	2	-13	1	0	1	5	2	2
> CCOC(=O)C(Cc1ccccc1)NC(=O)CCc1nnc2ccc(N3CCCC3)nn12 (stereo unspecified)
 : -8	-2	4	-8	1	4	-3	2	-8	7
> Nc1cc(=O)[nH]c(SCc2cccc(Cl)c2)n1
 : 12	-12	-6	-4	-19	-5	0	-3	-3	-14
> Cc1ccc(Cn2c(C3CCCN3c3nc(C)cs3)nc3cc(C(=O)NCCCO)ccc32)cc1 (stereo unspecified)
 : 0	-1	8	8	-6	1	-4	-6	7	-1
> O=C1CC(c2ccco2)CC(O)=C1C=NCCN1CCN(C2CC(=O)N(c3ccccc3)C2=O)CC1 (stereo unspecified)
 : 7	-8	2	-6	3	12	7	-3	-7	-9
> Cc1ccccc1NC(=S)N(C)Cc1cccs1
 : 1	-4	-11	3	-11	2	0	4	-7	8
> S=C(c1ccc(N2CCOCC2)cc1)N1CCCCC1
 : -6	13	2	3	1	0	-3	1	-1	-13
> O=C(OCc1cn([C@@H]2C[C@H](c3ccc(Cl)cc3)N(CC3CCCCC3)C[C@H]2O)nn1)c1ccccc1
 : 4	1	-3	-4	-6	-1	-6	-2	-3	4
> Oc1ccc(Cl)cc1Sc1cc(Cl)ccc1O
 : 38*	-26	-5	1	15	4	10	-1	4	-10
> CCN(CC)C(=O)c1cccc(-c2csc(C(O)c3ccc(F)c(OC)c3)n2)c1 (stereo unspecified)
 : -3	-1	13	-2	/	-2	3	4	1	0
> O=C(NC1=NCCS1)c1cc(-c2ccccc2)nn1-c1ccccc1
 : -2	-11	0	-2	-4	2	0	2	-6	2
